p53 reactivator: restores transcriptional activity of mutant p53 | H1299 p53-A138V BP100-luciferase reporter, luminescence, 24 h | Potency, µM (doses to about 92.2 µM), without a hit: at the highest dose activity change, positive = activation, actives largely listed as activators | 0.063% of 320,000 active | AID 504706; also: potency is read from the fitted curve at half-maximal effect; % of control where 0% means no effect; nearly all actives have a fitted effect of over 45% in size
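H1299 (p53-null), stable ts p53-A138V + BP100-Luc; 1000 cells/well, Opti-MEM/10% FBS; cpd 4 pt, 1:5; 24 h, 37 deg C, 5% CO2; detection reagent 10 min RT; luminescence.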
Tb PFK block: inhibitors of T. brucei phosphofructokinase. T. brucei PFK, ADP-Glo luminescence. O15648. AID 485367. Potency, µM (titrated, usually from 57.5 µM), without a hit: top-dose activity, negative = inhibition, actives largely listed as inhibitors. 0.17% of 330,000 active;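 also: potency is read from the fitted curve at half-maximal effect; 0% = uninhibited 1x PFK enzyme wells and -100% = no-enzyme wells; nearly all actives have a fitted effect of over 60% in size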
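1.25 nM PFK with 0.5 mM F6P and 0.1 mM ATP in 0.1 M TEA pH 8.0, 5 mM MgCl2, incubated 45 min at room temperature; ADP measured by ADP-Glo luminescence; compounds titrated up to 57 uM.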
ELG1 repair inh: blocks ELG1-dependent DNA repair in HEK293T cells; HEK293T ELG1-luciferase reporter, luminescence, 16 h; DNA damage induced by 5-fluorouridine; Potency, µM (top dose mostly 46.1 µM), for the others: top-dose activity change, negative = inhibition, hits mostly inhibitors; 2.3% of 330,000 active; AID 504467; also: potency is read from the fitted curve at half-maximal effect; % is scaled to controls: 0 for no effect and ±100 for the full control effect; nearly all actives have a fitted effect of over 55% in size
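Cells (2,000 per well) received 5-fluorouridine plus test compound or DMSO and were incubated 16 hr at 37 °C, 5% CO2. Luciferase activity was read by luminescence 30 min after ONE-Glo addition; signal suppression marked inhibition of damage-induced ELG1 function.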
ELG1 genotoxic: induces genotoxicity in HEK293T cells with luciferase-tagged ELG1; HEK293T ELG1-luciferase reporter, luminescence, 16 h; Potency, µM (highest dose often 46 µM), for the others: top-dose activity change, positive = activation, hits mostly activators; 1.3% of 330,000 active; also: potency is read from the fitted curve at half-maximal effect; % of control where 0% means no effect; nearly all actives have a fitted effect of over 60% in size
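After overnight (16 hr) compound treatment at 37 °C, ELG1-luciferase HEK293T cells were lysed with ONE-Glo; luminescence quantified 30 min later at room temperature.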
FLuc counter: firefly luciferase modulation, counter-screen for miR-21 project; P08659; purified FLuc, Km substrates, luminescence inhibition; 6.9% of 360,000 active; AID 588342; Potency, µM (top dose mostly 57.5 µM), inactives show top-dose activity change, negative = inhibition, actives largely listed as inhibitors;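 also: potency is read from the fitted curve at half-maximal effect; plate controls were vehicle for no effect and reference inhibitor for full effect; nearly all actives have a fitted effect of over 55% in size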
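Purified P. pyralis luciferase (10nM final) with 10uM D-luciferin and 10uM ATP (Km levels) in 50mM Tris acetate pH 7.5, 10mM Mg acetate, 0.01% Tween-20, 0.05% BSA; qHTS 6-point titration, ~60 µM downward; luminescence read.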
TRPV1 ag: activates the human vanilloid receptor TRPV1; TRPV1-expressing cells, Fluo-8 calcium influx, agonist mode; activation, % at 8.33 µM; 0.19% of 320,000 active; AID 540275; in the data active = activation above about 80%; inconclusive = between about 30% and that limit; also: 0% is about no effect
Target sequence (Q8NER1 whole entry, looked up): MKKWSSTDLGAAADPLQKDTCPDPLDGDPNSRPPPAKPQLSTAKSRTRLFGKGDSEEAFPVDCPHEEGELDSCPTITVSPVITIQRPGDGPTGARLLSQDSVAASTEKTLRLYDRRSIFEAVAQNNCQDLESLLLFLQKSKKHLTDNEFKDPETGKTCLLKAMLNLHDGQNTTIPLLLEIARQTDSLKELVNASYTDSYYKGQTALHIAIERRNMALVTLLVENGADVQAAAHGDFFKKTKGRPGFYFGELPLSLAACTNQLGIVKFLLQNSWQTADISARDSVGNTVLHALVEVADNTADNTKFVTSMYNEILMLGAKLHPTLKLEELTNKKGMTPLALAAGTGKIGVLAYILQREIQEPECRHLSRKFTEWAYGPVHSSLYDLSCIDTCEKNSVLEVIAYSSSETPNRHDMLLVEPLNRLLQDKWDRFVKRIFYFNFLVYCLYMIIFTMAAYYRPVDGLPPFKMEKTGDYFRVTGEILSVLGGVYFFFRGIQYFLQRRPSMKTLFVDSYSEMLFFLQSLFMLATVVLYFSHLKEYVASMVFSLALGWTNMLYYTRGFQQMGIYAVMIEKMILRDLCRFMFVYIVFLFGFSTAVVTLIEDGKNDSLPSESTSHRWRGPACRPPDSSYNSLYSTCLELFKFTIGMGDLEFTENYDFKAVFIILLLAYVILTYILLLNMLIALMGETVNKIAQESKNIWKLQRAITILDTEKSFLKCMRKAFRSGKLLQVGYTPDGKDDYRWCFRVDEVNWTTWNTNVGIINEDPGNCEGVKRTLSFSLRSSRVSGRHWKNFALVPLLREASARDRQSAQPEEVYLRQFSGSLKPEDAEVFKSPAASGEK
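Cells expressing TRPV1 were dye-loaded with Fluo-8 and read kinetically: 10 s baseline, 3 min after compound (agonist portion), then 2 min after EC20 capsaicin (allosteric enhancer portion). Calcium-bound dye fluorescence at 480/520 nm.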
Gal4-VP16 FLuc: Gal4-VP16 reporter inhibition counter-screen | Drosophila S2 Gal4-VP16 UAS-luciferase, luminescence, 20 h | Potency, µM (highest dose often 53.6 µM), without a hit: at the highest dose activity, negative = inhibition, most hits filed as inhibitors | 3.5% of 310,000 active;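 also: Gal4-VP16 expression switched on by copper sulfate through the metallothionein promoter; potency is read from the fitted curve at half-maximal effect; % is scaled to controls: 0 for no effect and ±100 for the full control effect; nearly all actives have a fitted effect of over 50% in size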
RORgamma inh: ROR gamma (mouse) transcription inhibition; P51450; Drosophila S2 Gal4-RORgamma UAS-luciferase reporter, 20 h; 5.4% of 310,000 active; Potency, µM (highest dose often 53.6 µM), for the others: top-dose activity change, negative = inhibition, usual class: inhibitors; AID 2551; also: potency is read from the fitted curve at half-maximal effect; % is scaled to controls: 0 for no effect and ±100 for the full control effect; nearly all actives have a fitted effect of over 60% in size
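Luciferase reporter read in Schneider cells carrying Gal4-RORγ (mouse) and UAS-Photinus luciferase; cells given compound 1 h before 700 uM copper sulfate induction, then incubated 20 h at ambient temperature.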
BRCA1 expr act: BRCA1 expression activation | MCF7-BRCA1-FFLuc reporter, luminescence, 48 h; response scale: scaled: vehicle 0%, 10 µM genistein 100% | Potency, µM (highest dose often 46.1 µM), inactives show at the highest dose activation, most hits filed as activators | 1.1% of 380,000 active | AID 624202; also: potency is read from the fitted curve at half-maximal effect; nearly all actives have a fitted effect of over 80% in size; some results filed as inactive show a strong effect at the top dose
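Luminescence from a BRCA1-driven firefly luciferase in MCF7 cells was read after 48 h compound exposure at 37 C. Data normalized against DMSO and a 10microM genistein activation control, then curve-fitted across the titration.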
NPC1 prom act: activators of NPC1 promoter; 2.4% of 320,000 active; Potency, µM (doses to about 9.22 µM), without a hit: top-dose activation, most hits filed as activators; Huh7 NPC1 promoter luciferase reporter, 24 h; AID 485313;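 also: potency is read from the fitted curve at half-maximal effect; % of control where 0% means no effect; nearly all actives have a fitted effect of over 60% in size; reporter is driven by a mutant NPC1 promoter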
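Luminescence from an NPC1 promoter-driven luciferase reporter in stably transfected Huh7 cells was measured after 24 h compound treatment at 37 °C, followed by 10 min ambient incubation with luciferase detection reagent.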
Rab9 promoter act: activators of Rab9 promoter; Huh7 Rab9 promoter-luciferase reporter, luminescence, 24 h; Potency, µM (series often up to 9.22 µM), for inactives: top-dose activation, negative = inhibition, usual class: activators; 2.8% of 320,000 active; AID 485297; also: potency is read from the fitted curve at half-maximal effect; % of control where 0% means no effect; nearly all actives have a fitted effect of over 60% in size
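Promoter activation is measured as luciferase luminescence in Huh7 cells stably transfected with a Rab9 promoter–luciferase construct, following 24 h compound exposure at 37 °C and 10 min reagent incubation at ambient temperature.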
An asterisk follows results filed as active; ? = inconclusive; nt = not tested or not shown; [ ] = remark or other dose. Unless noted, calls follow the shape of the dose curve; as a rule, active = well fitted curve in the direction sought with a large enough effect; inconclusive = small, poorly fitted or top-dose-only effect, or another doubt; inactive = no such curve, though single readings can be large; an effect the other way counts as inactive or inconclusive.

SMILES	p53 reactivator	Tb PFK block	ELG1 repair inh	ELG1 genotoxic	FLuc counter	TRPV1 ag	Gal4-VP16 FLuc	RORgamma inh	BRCA1 expr act	NPC1 prom act	Rab9 promoter act
Cc1ccc(NC(=O)CSCC(=O)NNC(=O)c2nn(C)c(=O)c3ccccc23)cc1	-9%	-9%	4%	0%	?	0	nt	nt	2%	-5%	-9%
Cc1ccccc1C(=O)NC1CCN(CC(=O)Nc2ccccc2)CC1	?	1%	1%	-6%	-10%	-4	2%	-3%	68%	0%	-5%
COc1ccc(CN(C)C(C)C(=O)Nc2ccc(S(=O)(=O)N3CCCC3)cc2)c(OC)c1OC (centres undefined)	-5%	-8%	?	-6%	2%	24	0%	30%	nt	-24%	-32%[inhibitor]
Cc1ccc2nc(-c3cc(-c4ccccc4)no3)cn2c1	?	0%	?	0.26µM*	0.21µM*	3	4µM*	1.4µM*	?	0.79µM*	0.25µM*
CC(C)CC(=O)N1CCN(S(=O)(=O)c2ccc3ccccc3c2)CC1	2%	0%	?	-5%	1%	?	?	?	-54%	1%	-12%
COc1ccc2oc(=O)c(/C(C)=N/Nc3nc(-c4cc(C)ccc4C)cs3)cc2c1	-1%	1%	-5%	0%	-1%	-3	-6%	-22%	-24%	1%	1%
O=C(CC1CC2CCC1C2)Nc1nc(-c2ccccn2)cs1 (centres undefined)	?	-3%	21µM*	-5%	24µM*	?	13µM*	3.2µM*	-3%	28%	4µM*
Cc1cc(C)n2c(SCC(=O)Nc3cc(S(=O)(=O)N(C)C)ccc3C)nnc2n1	1%	2%	0%	7%	nt	nt	nt	nt	2%	nt	nt
Cc1ccc(Cc2c(C)nc3nc(SCC(=O)NCCCN4CCCCCC4)nn3c2C)cc1	0%	-1%	?	0%	2%	8	2%	-16%	-6%	2%	0%
Cc1sc2nc3ccc(NCc4ccco4)nn3c(=O)c2c1C	?	0%	-12%	0%	-13%	-6	-2%	9%	20%	0%	4%
Cc1cc(C)c(S(=O)(=O)NC(C)C)c(C)c1-n1cnnn1	1%	2%	-11%	-5%	0%	4	-14%	-11%	-2%	-8%	4%
CC(C)Cc1cc(C(C)(C)C)ccc1OC(=S)N(C)C	nt	0%	6%	0%	-1%	19	1%	13µM*	-4%	-6%	0%
CCN(CC)C(=O)[C@H]1CC(CC(=O)NCc2cccc(C(F)(F)F)c2)C(=O)N2CCc3c([nH]c4ccc(OC)cc34)[C@]12C (some centres undefined)	-7%	-1%	-12%	-5%	nt	nt	nt	nt	-23%	nt	nt
CC[C@]12c3[nH]c4ccc(Cl)cc4c3CCN1C(=O)[C@@H](CC(=O)NCCc1ccccn1)C[C@@H]2C(=O)N1CCN(C(=O)c2ccco2)CC1	16%	-6%	0%	1%	nt	nt	nt	nt	9%	nt	nt
N[C@@H](CO)c1nnc([C@H](CCC(=O)O)NC(=O)C2CCNCC2)o1	3%	-1%	-1%	2%	0%	-6	0%	-4%	0%	1%	1%
O=C(NCCc1ccccc1)C(c1cccs1)N(C(=O)CCl)c1ccc(Cl)cc1 (centres undefined)	-22%	18%	18µM*	-18%	-1%	9	?	?	-106%[inhibitor]	-40%[inhibitor]	-46%[inhibitor]
CC1CCCCN1S(=O)(=O)c1ccc(S(=O)(=O)N2CCN(c3ccc(F)cc3)CC2)cc1 (centres undefined)	-8%	2%	?	15%	-3%	-2	-7%	11%	-30%	3%	4%
Cc1ccc(-c2nnc(SCC(=O)NC3CC3)n2N)cc1	2%	2%	4%	0%	-1%	1	-6%	8%	7%	-7%	2%
Cc1ccc(NC(=O)C(=O)NCC2CCCN2S(=O)(=O)c2cccs2)cc1 (centres undefined)	-1%	2%	-16%	-4%	0%	3	nt	nt	-12%	4%	9%
Cc1ccc(NC(=O)c2cc(N3C(=O)C=CC3=O)ccc2N2CCOCC2)cc1Cl	-35%[inhibitor]	?	12%	7%	?	6	3.2µM*	5.6µM*	35%	-9%	-18%
Cc1cc(C)n(C(=O)c2ccc(C)o2)n1	4%	0%	10%	0%	5%	0	7%	1%	4%	0%	-3%
COc1ccc(NC(=S)Nc2ccc(C)c(Cl)c2)cc1OC	28%	-11%	3%	1%	-5%	1	?	?	21%	-1%	12%
COc1ccccc1CNC(=O)c1oc2ccccc2c1C	-3%	-1%	14%	6%	-1%	?	-1%	9%	9%	3%	2%
COc1ccc(Nc2ncnc3ccc(Br)cc23)c(OC)c1	nt	0%	21%	1%	27µM*	6	nt	nt	-65%	?	25%
O=C(O)c1cc(-c2ccccc2Cl)n(-c2cccc(Cl)c2)n1	-7%	-2%	3%	1%	-1%	4	-4%	10%	-2%	-1%	-4%
SMILES	p53 reactivator	Tb PFK block	ELG1 repair inh	ELG1 genotoxic	FLuc counter	TRPV1 ag	Gal4-VP16 FLuc	RORgamma inh	BRCA1 expr act	NPC1 prom act	Rab9 promoter act
CCN(CC)S(=O)(=O)c1cc(NC(=O)CCNC(=O)c2ccccc2Cl)ccc1C	-6%	1%	?	-6%	1%	-1	11%	21%	-24%	-1%	2%
O=C(c1cccc(NS(=O)(=O)c2ccc(F)cc2)c1)N1CCN(c2ccccc2)CC1	-5%	-1%	0%	-6%	0%	-2	nt	nt	8%	-1%	0%
CC1(C)CC(O)C(C(O)c2cccc([N+](=O)[O-])c2)C(C)(C)N1 (centres undefined)	-4%	-1%	-8%	-2%	6%	-10	?	-11%	-14%	-7%	-5%
Cc1c(C)n2c(SCC(=O)N3CCCCCC3)nnc2[nH]c1=O	4%	-1%	2%	2%	0%	-4	nt	nt	-16%	2%	0%
O=C(NCCN1CCCC(O)C1)c1cc(COc2ccc(F)cc2Cl)on1 (centres undefined)	1%	-2%	0%	2%	?	0	-9%	6%	33%	-2%	-4%
CSc1nc2sc3c(c2c(=O)n1C)CCC(C)C3 (centres undefined)	7%	2%	?	9%	13µM*	-3	?	-17%	-54%	2%	19%
COc1ccc(Cn2c(C)nnc2-c2cnn(C)c2N)cc1OC	5%	0%	26%	-2%	-13%	3	4%	-1%	0%	-2%	-4%
CCOc1cc(/C=N/NC(=O)c2cc(C3CC3)[nH]n2)ccc1O	0%	0%	-1%	-1%	?	2	25%	42%	0%	2%	-1%
Cc1cccc(OCCCOc2cccc3cccnc23)c1C	-4%	-2%	3%	-1%	?	16	?	13µM*	42%	-3%	5%
CCCN1CCC(=O)N([C@H](CO)CC(C)C)CC1	nt	1%	22%	2%	1%	-3	9%	5%	12%	1%	-6%
O=C(NC1CCN(Cc2ccccc2)CC1)C1COc2ccccc2O1 (centres undefined)	1%	-11%	-1%	0%	0%	2	16%	21%	-6%	-2%	-4%
COc1cc(OC)cc(C(=O)NC(C(=O)Nc2ccc3nc(C)sc3c2)C(C)C)c1 (centres undefined)	-7%	5%	?	-4%	-3%	1	nt	nt	-15%	0%	0%
CSc1nc(NCCOCCO)c2sc3nc(-c4ccco4)c4c(c3c2n1)CCC4	30%	?	-18%	-7%	-8%	-4	-3%	14%	-74%	-5%	-10%
COc1cc(NC(=O)Cn2c(-c3cncs3)nc3ccccc32)cc(OC)c1OC	-15%	0%	?	6%	-9%	-4	?	?	-15%	0%	-3%
CCO/C=C1\C(=O)N(c2ccc(OCC)cc2)C(=O)c2ccccc21	0%	0%	5%	4%	?	1	10%	20%	-3%	-7%	-3%
Cc1cc(NS(=O)(=O)N(C)C)ccc1C(C)C	0%	-1%	4%	1%	0%	3	5%	20%	6%	-1%	1%
Oc1ccccc1Nc1nc(-c2ccccc2O)nc2ccccc12	6%	3%	12%	9%	4%	2	-7%	0%	-21%	4%	13%
O=C(NC12CC3CC(CC(C3)C1)C2)c1cccc(OC(F)F)c1	16%	2%	?	0%	15µM*	-4	8%	-17%	58%	25%	2%[1.84 µM]
COc1ccccc1NS(=O)(=O)c1cc(-c2cc(C)no2)ccc1OC	-9%	-1%	10%	-1%[9.26 µM]	2%	-2	7%	2%	-24%	-6%	-1%
CCN(CC)S(=O)(=O)c1ccc(OC)c(NC(=O)c2cccc(C)c2[N+](=O)[O-])c1	-3%	15%	?	-5%	-2%	2	-11%	14%	-5%	-1%	-4%

Pulled by compound from above, 2 records:
SMILES	p53 reactivator	Tb PFK block	ELG1 repair inh	ELG1 genotoxic	FLuc counter	TRPV1 ag	Gal4-VP16 FLuc	RORgamma inh	BRCA1 expr act	NPC1 prom act	Rab9 promoter act
COc1ccccc1NS(=O)(=O)c1cc(-c2cc(C)no2)ccc1OC	-9%	-1%	10%	-1%[9.26 µM]	2%	-2	7%	2%	-24%	-6%	-1%
CC1(C)CC(O)C(C(O)c2cccc([N+](=O)[O-])c2)C(C)(C)N1 (centres undefined)	-4%	-1%	-8%	-2%	6%	-10	?	-11%	-14%	-7%	-5%

Assay outcomes as filed in PubChem.
